FadD28 FP inh = inhibitors of FadD28 bisubstrate probe binding, primary screen, biochemical, fluorescence polarization, single point. Mycobacterium tuberculosis FadD28 fatty-acid-AMP ligase. hit rate 0.22% among 360,000. inhibition, % at 12.5 µM. AID 588549, 2011; in the data active = inhibition above about 8.5%, passing the limit was not always enough; inconclusive = no clear call, values can overlap the other calls
BioA inh = M. tuberculosis BioA enzyme inhibitors, primary screen, biochemical, plate reader, single point, HTS; inhibition, % at 9.99 µM; hit rate 0.096% among 360,000; purified M. tuberculosis BioA enzyme; 7,8-diaminopelargonic acid synthase BioA (Mycobacterium tuberculosis); in the data active = inhibition above about 40%; inconclusive = no clear call, values can overlap the other calls
FBA Mtb inh = Mtb FBA enzyme inhibitors, primary screen, biochemical, fluorescence, strain H37Rv | Fructose-bisphosphate aldolase (Mycobacterium tuberculosis (strain ATCC 25618 / H37Rv)), … | hit rate 2.3% among 360,000 | purified M. tuberculosis FBA, fluorescence read-out | AID 588726, 2011 | inhibition, % at 1 µM; in the data active = inhibition above about 27%;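 note: 0% = vehicle and 100% = reference inhibitor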
Target sequence (P9WQA3 whole entry, looked up): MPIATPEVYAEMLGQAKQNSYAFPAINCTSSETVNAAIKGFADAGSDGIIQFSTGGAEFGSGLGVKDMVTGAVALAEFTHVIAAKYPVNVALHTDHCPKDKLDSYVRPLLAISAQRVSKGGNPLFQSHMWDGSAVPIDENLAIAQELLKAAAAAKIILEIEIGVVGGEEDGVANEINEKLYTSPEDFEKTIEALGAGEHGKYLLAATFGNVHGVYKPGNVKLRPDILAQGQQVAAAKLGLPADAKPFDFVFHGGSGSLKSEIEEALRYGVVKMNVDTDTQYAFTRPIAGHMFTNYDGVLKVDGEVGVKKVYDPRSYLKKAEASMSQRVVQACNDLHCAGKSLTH
Mtb UGM inh = M. tuberculosis UGM enzyme inhibitors, primary screen, biochemical, fluorescence polarization, single point; purified UGM, fluorescence polarization probe displacement; inhibition, % at 10 µM; hit rate 0.06% among 320,000; in the data active = inhibition above about 10%, passing the limit was not always enough; inconclusive = no clear call, values can overlap the other calls
Target sequence (P9WIQ1 whole entry, looked up): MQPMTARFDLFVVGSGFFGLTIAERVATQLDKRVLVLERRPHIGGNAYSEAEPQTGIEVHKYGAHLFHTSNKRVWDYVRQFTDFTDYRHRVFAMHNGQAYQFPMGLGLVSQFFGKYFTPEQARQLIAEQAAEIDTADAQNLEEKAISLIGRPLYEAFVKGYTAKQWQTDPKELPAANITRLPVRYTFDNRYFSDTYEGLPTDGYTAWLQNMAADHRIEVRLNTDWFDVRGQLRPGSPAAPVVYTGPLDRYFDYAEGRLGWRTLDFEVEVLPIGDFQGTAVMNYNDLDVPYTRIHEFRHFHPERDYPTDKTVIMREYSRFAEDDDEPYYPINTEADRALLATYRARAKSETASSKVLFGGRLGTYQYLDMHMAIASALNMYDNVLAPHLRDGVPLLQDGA
VHR inh abs = VHR1 phosphatase inhibitors, primary screen, biochemical, absorbance, uHTS; Dual specificity protein phosphatase 3 (Homo sapiens), P51452; recombinant VHR phosphatase, pNPP absorbance; inhibition, % at 13.3 µM; hit rate 0.52% among 290,000; AID 1654, 2009; in the data active = inhibition above about 50%; note: some compounds called inactive have numbers as strong as hits
Target sequence (P51452 whole entry, looked up): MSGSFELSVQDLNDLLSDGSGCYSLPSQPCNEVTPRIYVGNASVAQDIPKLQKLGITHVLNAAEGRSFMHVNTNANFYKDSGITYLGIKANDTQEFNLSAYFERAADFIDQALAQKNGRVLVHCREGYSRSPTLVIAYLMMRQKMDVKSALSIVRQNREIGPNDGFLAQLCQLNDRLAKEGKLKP
BoNT F protease = BoNT/F light chain protease inhibitors, primary screen, biochemical, flow cytometry, MLPCN library. Botulinum neurotoxin type F light chain protease (Clostridium botulinum). Multiplex microsphere protease cleavage assay. inhibition, % at 10 µM. hit rate 0.22% among 360,000. AID 588497, 2011; in the data active = inhibition above about 35%, passing the limit was not always enough; inconclusive = no clear call, values can overlap the other calls; note: plate controls were buffer without enzyme for full effect and enzyme alone for no effect
Rv3671c protease = Rv3671c serine protease inhibitors, primary screen, biochemical, fluorescence polarization, M. tuberculosis H37Rv | P9WHR9 | inhibition, % at 5.96 µM | hit rate 0.048% among 320,000; in the data active = inhibition above about 38%;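 note: extracellular domain of Rv3671c used as enzyme; 0% = enzyme with DMSO and 100% = no enzyme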
GDH-TPI inh = GDH-TPI coupling enzyme inhibitors, primary screen, artefact control for M. tuberculosis FBA inhibitor project, biochemical, absorbance, full deck. GDH-TPI coupled enzyme counterscreen, NADH absorbance. inhibition, % at 4.8 µM. hit rate 1.2% among 360,000;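 note: 0% = DMSO wells and 100% = wells lacking the enzyme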
CCHF vOTU inh = CCHFV vOTU protease inhibitors, primary screen, biochemical, Pep-AMC substrate, fluorescence | inhibition, % at 11.5 µM | Crimean-Congo hemorrhagic fever virus L polyprotein viral ovarian tumor (vOTU) protease … | AID 651958, 2012 | hit rate 0.55% among 370,000; note: 0% = vehicle wells with enzyme and 100% = no enzyme wells
MazEF act = activators of E. coli MazEF toxin-antitoxin RNase, primary screen, biochemical, fluorescence, uHTS; FAM/BHQ RNA-DNA oligo cleavage fluorescence, 5 h; AID 504720, 2011; activation, % at 20 µM; Endoribonuclease toxin MazF (Escherichia coli (strain K12)), P0AE70; hit rate 0.32% among 350,000; in the data active = activation above about 50%
Target sequence (P0AE70 whole entry, looked up): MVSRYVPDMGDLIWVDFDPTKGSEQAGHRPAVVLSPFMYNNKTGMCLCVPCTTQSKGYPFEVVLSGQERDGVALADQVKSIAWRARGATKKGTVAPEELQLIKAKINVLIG
* marks the source's active call; other numbers are inactive results; ? = inconclusive; . = not tested or not shown; + = active, no number. Cut-off read from the data, not from the text of the source, unless noted: active = inhibition above about 30%; inactive = the rest.

SMILES | FadD28 FP inh | BioA inh | FBA Mtb inh | Mtb UGM inh | VHR inh abs | BoNT F protease | Rv3671c protease | GDH-TPI inh | CCHF vOTU inh | MazEF act
Cc1ccc(S(=O)(=O)N(CC(O)CN2C(=O)NC(C)(C)C2=O)c2ccccc2)cc1 (stereo not drawn) | -3.8 | -0.1 | 5 | 1.0 | 15 | -4 | 0 | 0 | -9 | 5
CC1(C)c2[nH]c3ccccc3c2C[C@@H]2C(=O)N(Cc3ccccc3Cl)C(=O)N21 | -1.4 | -1.8 | -1 | -1.0 | . | -3 | -10 | -1 | -9 | -9
O=S(=O)(c1ccccc1)n1c(C(O)c2ccccn2)cc2ccccc21 (stereo not drawn) | -3.8 | . | 0 | -1.6 | -4 | -2 | 4 | -8 | -7 | 5
O=C1CCCCN1CCC(=O)N1CCCC(Nc2ccccc2)C1 (stereo not drawn) | 1.5 | -0.9 | -2 | 0.9 | 29 | -3 | -6 | 4 | 8 | 4
Cc1ccccc1C(=O)N1CCC2CC1c1cc(Cl)ccc12 (stereo not drawn) | -1.5 | 3.1 | 0 | . | . | -8 | . | 2 | 4 | 0
CCCCN(CC)Cc1c(O)ccc2c(-c3ccccc3)cc(=O)oc12 | -2.1 | . | 13 | -2.1 | 12 | -2 | -5 | 9 | 1 | 8
CCOC(=O)N1CCC(NC(=O)CN2C(=O)CSc3nc(C)cc(C)c32)CC1 | 2.1 | -1.1 | 4 | 1.5 | 12 | -8 | 7 | 13 | -1 | .
CCOc1ccc(/C=N/NC(=S)NC2CC3CCC2C3)cc1 (stereo not drawn) | 0.0 | 1.0 | 31* | -3.9 | -5 | . | 2 | 1 | 5 | -7
Cc1c(NS(=O)(=O)c2ccc(C(=O)NCc3ccc(F)cc3)cc2)c(=O)n(-c2ccccc2)n1C | -0.2 | 1.7 | 4 | -2.0 | . | -8 | -4 | 6 | 8 | 3
C[C@@H]1CN([C@H](C)CO)C(=O)c2c(c3ccccc3n2C)-c2ccccc2CO[C@H]1CN(C)C(=O)NC1CCCCC1 | 0.2 | 1.7 | 1 | . | . | -3 | . | 2 | 3 | 4
O=[N+]([O-])c1ccc2oc(C(O)c3cccc(Cl)c3)cc2c1 (stereo not drawn) | -2.4 | -0.1 | 0 | -3.1 | 16 | 1 | -9 | 4 | 13 | 3
FC(F)(F)c1cccc(N2CCCCC2)c1 | -1.1 | 0.7 | 5 | . | . | 5 | . | . | 5 | .
Clc1cccc(N/N=C/c2ccncc2)c1 | -3.1 | 1.9 | 0 | -1.0 | -11 | 8 | 2 | 26 | 11 | 1
CC1(c2ccccc2)CC(c2ccccc2)=Nc2ccccc2N1 (stereo not drawn) | -0.4 | -0.8 | 6 | 2.2 | -2 | 14 | 3 | 2 | . | -11
COc1ccc(C(=O)c2cnc(C(C)C)n2C)cc1 | 1.4 | -0.3 | 1 | -0.6 | 8 | -15 | 2 | 8 | -9 | 9
COc1ccc(C(C)C)cc1S(=O)(=O)NCc1ccccn1 | -1.3 | -0.7 | -1 | -0.6 | -4 | 0 | 3 | 7 | 3 | -4
COc1cccc(C2c3[nH]c4ccccc4c3C[C@H]3C(=O)N(C4CCN(Cc5ccccc5)CC4)CC(=O)N23)c1 (stereo partly drawn) | -0.5 | -0.9 | -1 | 0.8 | -1 | -14 | -1 | -10 | -13 | -21
Cc1cc(C(=O)Nc2cccc(C(=O)O)c2)oc1C | -1.2 | 0.8 | -1 | -0.5 | -15 | -2 | 4 | -1 | 5 | -1
Cc1nnc(SCC(=O)Nc2ccccc2F)n1-c1ccc(F)cc1 | 0.7 | . | 1 | 3.0 | 4 | -12 | -3 | -3 | 2 | -3
COC(=O)C1(CCSC)NC(c2ccc(OC)cc2OC)C2C(=O)N(c3cccc(C(C)=O)c3)C(=O)C21 (stereo not drawn) | 1.7 | 1.3 | 1 | 0.0 | 5 | ? | 5 | -1 | 11 | 7
CCOc1ccc(S(=O)(=O)NC(C)C(=O)NCc2cccnc2)cc1 (stereo not drawn) | -0.6 | -0.2 | -1 | -1.6 | -8 | -2 | -1 | 0 | 2 | 7
CCn1c(C)nc([N+](=O)[O-])c1Sc1ccc(F)cc1 | -3.5 | . | -1 | -2.3 | -4 | -7 | 3 | -1 | 2 | 0
Cc1nnc2sc(SCC(=O)Nc3cccc(Cl)c3)nn2c1=O | -4.8 | -1.6 | -6 | 0.0 | 37 | -3 | 0 | 0 | -8 | 7
N#Cc1c(C(F)(F)F)cc(=O)n2c1[nH]c1ccccc12 | 4.0 | 0.3 | + | 1.2 | 8 | -15 | . | 3 | -252 | 2
CC1=NN(c2ccccc2)C(=O)C1/C=C1\C(=O)NC(=O)N(c2cc(C)cc(C)c2)C1=O (stereo not drawn) | 0.7 | 4.6 | -2 | 2.3 | -1 | -6 | -109 | 8 | 16 | -5

Five entries drawn at random from the list so far:
SMILES | FadD28 FP inh | BioA inh | FBA Mtb inh | Mtb UGM inh | VHR inh abs | BoNT F protease | Rv3671c protease | GDH-TPI inh | CCHF vOTU inh | MazEF act
CC1=NN(c2ccccc2)C(=O)C1/C=C1\C(=O)NC(=O)N(c2cc(C)cc(C)c2)C1=O (stereo not drawn) | 0.7 | 4.6 | -2 | 2.3 | -1 | -6 | -109 | 8 | 16 | -5
Cc1c(NS(=O)(=O)c2ccc(C(=O)NCc3ccc(F)cc3)cc2)c(=O)n(-c2ccccc2)n1C | -0.2 | 1.7 | 4 | -2.0 | . | -8 | -4 | 6 | 8 | 3
COc1ccc(C(=O)c2cnc(C(C)C)n2C)cc1 | 1.4 | -0.3 | 1 | -0.6 | 8 | -15 | 2 | 8 | -9 | 9
O=[N+]([O-])c1ccc2oc(C(O)c3cccc(Cl)c3)cc2c1 (stereo not drawn) | -2.4 | -0.1 | 0 | -3.1 | 16 | 1 | -9 | 4 | 13 | 3
COC(=O)C1(CCSC)NC(c2ccc(OC)cc2OC)C2C(=O)N(c3cccc(C(C)=O)c3)C(=O)C21 (stereo not drawn) | 1.7 | 1.3 | 1 | 0.0 | 5 | ? | 5 | -1 | 11 | 7

(continued)
SMILES | FadD28 FP inh | BioA inh | FBA Mtb inh | Mtb UGM inh | VHR inh abs | BoNT F protease | Rv3671c protease | GDH-TPI inh | CCHF vOTU inh | MazEF act
CCOc1ccccc1NC1c2ccccc2C(=O)N1c1cccnc1 (stereo not drawn) | -2.0 | -1.3 | 3 | -2.4 | 2 | 3 | -4 | 12 | -5 | 8
COC(=O)C(CC(=O)c1ccc(Br)cc1)n1cccn1 (stereo not drawn) | -2.5 | 0.2 | 1 | 2.5 | 26 | -15 | -3 | 0 | -7 | 3
O=c1[nH]c(C2CCN(S(=O)(=O)c3ccccc3F)CC2)nc2c1nnn2Cc1ccc2c(c1)OCCO2 | -0.2 | 5.2 | 5 | -0.4 | -4 | 5 | -3 | 1 | -2 | 0
CC(NC(=O)c1ccncc1)C(c1cccs1)N1CCOCC1 (stereo not drawn) | -1.8 | -2.1 | -2 | -2.5 | 9 | -1 | -6 | 4 | -18 | 7
Cc1cc(CN(C)C(=O)c2cc(COc3ccc(C)c(C)c3)on2)on1 | . | 1.4 | -3 | 0.7 | -2 | -3 | 5 | 3 | -2 | 3
Cc1cc(C)n2nc(SCC(=O)N3CCC(C)CC3)nc2n1 | -2.2 | 7.3 | 0 | 0.7 | . | -7 | 1 | 4 | -11 | 13
COc1ccc(/C(C)=C2\SC(=S)N(CCC(=O)O)C2=O)cc1 | -3.0 | . | 0 | -3.5 | 30 | 0 | -15 | 12 | 0 | 0
CC1CCN(C(=O)Cc2nn(C)c(=O)c3ccccc23)CC1 | 0.1 | 0.3 | 2 | 1.7 | 17 | 3 | -3 | 2 | 3 | 1
COc1ccccc1C(=O)Nc1ccc(S(=O)(=O)N2CCC(C)CC2)cc1 | -6.4 | -0.4 | -3 | 1.8 | -5 | -8 | -9 | 0 | 22 | 6
COc1ccc(C(=O)CCN2CCC(C)CC2)cc1 | -2.7 | -0.5 | 0 | 0.8 | 1 | 2 | 0 | 8 | -8 | 4
C=CC[C@H](CC(=O)N(CCO)Cc1ccccc1)C(=O)NC[C@H](OC(=O)[C@@H](CC=C)Cc1ccc(F)cc1)c1ccccc1 | -2.9 | -0.8 | 1 | -0.5 | . | -3 | -8 | -1 | 15 | -1
CCNC(=O)C1CCCN(C(=O)c2ccc(F)c(Cl)c2)CC1 (stereo not drawn) | -0.8 | 0.7 | -3 | . | . | 2 | . | 0 | -2 | .
COCc1ccc(CN2CCC(N3CCC(C(=O)N4CCCC4)CC3)CC2)o1 | -0.9 | -1.5 | -2 | -0.8 | 52* | 2 | 1 | 7 | 5 | 0
CCCCn1c(=O)[nH]c(=O)c2c1nc(-c1cc(Br)ccc1OC)n2C | -5.6 | -1.2 | -2 | -0.6 | 16 | 2 | 4 | -4 | -14 | 14
Cc1ccc([N+](=O)[O-])c(C(=O)N/N=C/c2cccs2)c1 | -0.6 | . | -1 | -2.0 | -9 | -8 | -1 | 25 | 6 | -5
CCN(CC)C(=O)c1ccc(Cn2cc([N+](=O)[O-])cn2)o1 | -2.8 | . | 2 | -2.0 | 15 | -4 | -4 | 1 | 7 | 1
Cc1cccc(C)c1N1CCN(S(=O)(=O)c2ccccc2)CC1 | -2.6 | . | -4 | 0.8 | 19 | 0 | 10 | -5 | 0 | 6
COC(c1ccccc1)c1nnc(CCC(=O)N(C)Cc2cccc(-n3cccn3)c2)o1 (stereo not drawn) | -2.0 | 0.2 | 1 | 2.1 | 9 | -2 | 6 | -3 | 3 | 7
CCOC(=O)C(=CNc1ccc(NC2=NCC(C)S2)cc1)C(=O)OCC (stereo not drawn) | -2.3 | 0.4 | -2 | -2.9 | -1 | -13 | 8 | 25 | 10 | 0
CCC(C)OC(=O)C[N+](C)(C)CCOC1CC2CCC1(C)C2(C)C (stereo not drawn) | -1.9 | -0.8 | 1 | -0.9 | 10 | 8 | -2 | 1 | 11 | 15
COc1ccc(N(CC(=O)Nc2cccc(F)c2)S(=O)(=O)c2c(C)[nH]c(=O)[nH]c2=O)cc1 | 0.1 | -3.5 | 0 | -0.5 | 56* | 10 | -7 | 8 | 4 | 3
CCC(C)c1ccccc1NC(=O)c1cccnc1 (stereo not drawn) | -0.9 | -5.6 | 1 | -3.4 | 2 | -3 | 0 | 6 | -6 | 1
Cc1ccc(NC(=S)N2CCC(O)CC2)c(C)c1 | 0.0 | . | 6 | -2.6 | 11 | -1 | -9 | 7 | -17 | -1
COC(=O)c1c(NC(=O)/C=C/c2ccc3c(c2)OCO3)sc(C)c1C | -1.3 | -1.6 | -2 | -1.4 | -2 | -9 | 0 | 5 | 3 | 7
COc1ccccc1NCCC#N | -2.1 | -0.4 | 2 | -0.3 | 10 | 1 | -3 | 3 | 3 | -3
CN(C)C(=O)N1CCC(C(=O)N2CCCC(C(=O)c3ccc(C(C)(C)C)cc3)C2)CC1 (stereo not drawn) | -0.2 | . | 5 | 1.4 | 13 | -2 | -7 | 5 | 1 | 4
CCOc1ccc(C(=O)C(C)=O)c(OCC)c1 | -3.6 | -1.3 | -4 | -3.5 | 21 | -3 | 8 | 9 | -5 | 5
O=C(NC1CC1)c1cn(Cc2ccccc2)nc1-c1ccccc1 | -1.8 | . | 0 | . | . | 14 | . | 5 | -3 | 4
Cc1ccc(N(C(=O)CNC(=O)c2ccco2)C(C(=O)NCC2CCCO2)c2ccccc2)cc1C (stereo not drawn) | -2.8 | -1.2 | -1 | -0.1 | 0 | 7 | 0 | 1 | 18 | -4

Screening results: PubChem BioAssay, several laboratories
